# human PMI inhibitors = human PMI inhibitors, high substrate, primary screen, biochemical, fluorescence intensity, high mannose 6-phosphate (AID 1220) | recombinant PMI enzyme, coupled fluorescence intensity; higher % means a stronger effect | one-dose inhibition, % at 20 µM; IC50 in µM for titrated hits | Mannose-6-phosphate isomerase (Homo sapiens) | 0.66% of 190,000 active
# P. falciparum M1AAP = P. falciparum M1AAP inhibitors, biochemical, fluorogenic H-Leu-NHMec substrate, 1536-well (AID 1445). one-dose inhibition, % at 30 µM; IC50 in µM for titrated hits. recombinant M1AAP, H-Leu-NHMec fluorogenic kinetic assay; higher % means a stronger effect. Aminopeptidase N (Plasmodium falciparum (isolate 3D7)). 0.42% of 220,000 active;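 active = primary inhibition above the hit cutoff, then over 50% inhibition at one or more dose response concentrations, cut at about 23% in these data, passing the limit was not always enough; inconclusive = conflicting primary data, or primary hits not chosen for dose response; inactive = low primary inhibition, or under 50% at every dose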;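 also: plate controls were DMSO full reaction for no effect and no enzyme background for full effect; strong numbers were not always called active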
# TNAP activation fold = human TNAP enzyme activators, primary screen, biochemical, luminescent, no phosphate acceptor, uHTS (AID 1001). Alkaline phosphatase, tissue-nonspecific isozyme (Homo sapiens). purified TNAP, luminescent activation assay, no phosphate acceptor; higher activation fold means a stronger effect. activation fold at 20 µM; hits with a dose series show EC50 in µM. 0.03% of 200,000 active; in the data active = activation fold from about 3, or a potency from the dose series; inactive = the rest, 99 in 100 with activation fold below about 1.6; also: many of its hits are not listed in these tables
# human PMI inhibition = inhibitors of human PMI, primary screen, biochemical, fluorescence intensity, coupled assay (AID 1209); purified PMI enzyme, coupled fluorescence intensity; higher % means a stronger effect; inhibition, % at 20 µM; hits with a dose series show IC50 in µM; Mannose-6-phosphate isomerase (Homo sapiens); 0.42% of 190,000 active;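 also: plate controls were DMSO vehicle for no effect and wells lacking substrate for full effect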
# XIAP antagonists = XIAP antagonists, biochemical, IAP family, fluorescence polarization (AID 1018) | E3 ubiquitin-protein ligase XIAP (Homo sapiens) | XIAP BIR domain, fluorescence polarization peptide displacement; higher % means a stronger effect | displacement, % at 20 µM, or IC50 in µM where a hit was titrated | 0.007% of 200,000 active; in the data active = displacement above about 50%; also: a part of the inactive calls stands beside numbers as strong as those of hits
# M17LAP inhibition = P. falciparum M17LAP inhibitors, primary screen, biochemical, fluorogenic H-Leu-NHMec substrate, 1536-well (AID 1619). Leucine aminopeptidase (Plasmodium falciparum (isolate 3D7)). recombinant M17LAP, H-Leu-NHMec fluorogenic kinetic assay; higher % means a stronger effect. one-dose inhibition, % at 30 µM; IC50 in µM for titrated hits. 0.38% of 220,000 active;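 active = compound inhibiting the enzyme by more than half at any dose during confirmatory dose-response retesting; inconclusive = strong single-dose inhibitors picked by rank but not retested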;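 also: plate controls were full reaction with DMSO carrier for no effect and no enzyme background for full effect; strong numbers were not always called active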
# Myeloid diff 2 = induction of myeloid progenitor differentiation, primary screen, cell-based, flow cytometry, MLPCN library; ER-HoxA9 myeloid progenitors, lysozyme-GFP differentiation; 1% of 360,000 active; AID 624256, 2012; calls only at 10 µM;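 active = normalized GFP-positive differentiation at or above the plate's own cutoff, the solvent-only control mean plus 3 SD; inconclusive = no clear call, values can overlap the other calls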;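 also: cells exposed to compound for four days before flow analysis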
# ER stress rescue = rescue of cells from ER stress-induced death, primary screen, 384-well, CSM14.1, thapsigargin, ATP luminescence (AID 1222) | CSM14.1 thapsigargin-induced death rescue, ATP luminescence; higher % means a stronger effect | cellular ATP content (survival), % at 20 µM; hits with a dose series show EC50 in µM | 190,000 tested, under 10 active;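 active = EC50 below 50 µM in the dose-response confirmation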;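 also: death triggered by thapsigargin at about 15 µM added after 2 h compound pretreatment; cell ATP read after overnight thapsigargin exposure of roughly 18 to 22 hours; normalized against plate controls of thapsigargin alone and 5% DMSO vehicle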
# LYP phosphatase = inhibitors of LYP phosphatase, biochemical, fluorescence intensity, uHTS (AID 1779). recombinant LYP phosphatase, fluorescence intensity; higher % means a stronger effect. inhibition, % at 11.5 µM; hits with a dose series show IC50 in µM. 0.054% of 290,000 active;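 also: plate controls were vehicle with enzyme for no effect and no enzyme for full effect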
# Myeloid diff 2 GFP+ MAC1+ % = recorded beside Myeloid diff 2, whose call it bears; GFP+ MAC1+ double positive, %; measured here: differentiation confirmed by MAC1 staining
# An asterisk follows results filed as active; i = inactive; ? = inconclusive; . = no result given. Rule as the data show it, unless noted: active = inhibition above about 50%; inactive = the rest.
SMILES,human PMI inhibitors,P. falciparum M1AAP,TNAP activation fold,human PMI inhibition,XIAP antagonists,M17LAP inhibition,Myeloid diff 2,Myeloid diff 2 GFP+ MAC1+ %,ER stress rescue,LYP phosphatase
O=C1c2ccccc2C(=O)N1c1ccc(S(=O)(=O)N2CCN(c3ccccc3)CC2)cc1,6%,0%,1,5%,-0.2%,-2%,i,0.5,2.3%,5%
C/C=C\C=C/C(=O)Nc1cccc(C2=NOC3(C2)C[C@H](C(N)=O)N(C(=O)c2ccc(OC)cc2)C3)c1 (stereo partly drawn),.,2%,.,.,.,6%,i,1.1,.,-7%
COC(=O)Nc1ccc(S(=O)(=O)N2CCC(C(=O)N3CCCC(C)C3)CC2)cc1 (stereo not drawn),-5%,5%,1.1,-3%,-2.1%,6%,i,0.2,1.8%,-4%
COC(=O)c1scc(C)c1NC(=O)CC1NCCNC1=O (stereo not drawn),.,-3%,.,.,.,-7%,i,0.5,.,-3%
c1ccc(COc2ccc(-c3csnn3)cc2)cc1,3%,-3%,1,5%,-8.0%,4%,i,0.7,-0.5%,-5%
CCCc1cc(=O)[nH]c(SCc2nc3ccc([N+](=O)[O-])cc3[nH]2)n1,-8%,6%,1,0%,-3.9%,33%,i,0.0,-1.1%,5%
COC(=O)CN(C(=S)Nc1ccccc1)C1CC(=O)N(c2ccc(OC)cc2)C1=O (stereo not drawn),7%,6%,1.1,19%,3.5%,8%,i,12,-1.4%,-1%
COc1cc(NC(=O)CCCOc2ccc(Cl)cc2Cl)c(C(=O)O)cc1OC,.,5%,.,.,.,2%,i,0.3,.,-5%
Cc1cc(N2CCOCC2)nc2ccc(NC(=S)N3CCN(Cc4ccccc4)CC3)cc12,35%,4%,1,14%,-4.6%,-11%,i,0.0,-0.2%,4%
Clc1ccc(OCCn2c(-c3ccco3)nc3ccccc32)cc1,13%,1%,1.1,20%,-2.8%,5%,i,2.5,-2.7%,-1%
CN(c1ccccc1)S(=O)(=O)c1cccc(C(=O)NCCc2ccc(O)c(O)c2)c1,23%,5%,0.5,55%*,-3.7%,29%,i,0.3,8.2%,-4%
COc1cc2c(-c3ccc(O)cc3)nc3c(c(C)nn3-c3ccccc3)c2cc1OC,7%,5%,0.8,13%,-7.5%,8%,i,0.2,2.4%,-9%
C=CCc1cccc2cc(C(=O)NC(C)(C)C)c(=O)oc12,12%,11%,1,9%,17%,3%,i,0.4,.,-3%
CCCCc1cc(=O)oc2cc(O)cc(O)c12,64%*,10%,1.1,31%,-6.1%,-31%,i,0.4,-0.7%,-14%
Cc1cc(NC(=O)C2C3C(=O)N(Cc4ccc(Cl)cc4)C(C(=O)NC4CCCCC4)C34C=CC2(C)O4)no1 (stereo not drawn),-8%,3%,1.1,-3%,-1.6%,12%,i,3.0,-0.1%,0%
Cc1nc2ccccc2n1C(=O)c1cc(-c2ccc(Br)cc2)nc2ccccc12,15%,0%,1.1,15%,-9.8%,13%,i,1.1,-2.7%,4%
COC(=O)c1ccc(COC(=O)CCc2nc(-c3ccccc3)c(-c3ccccc3)o2)cc1,4%,-6%,1.2,8%,-1.9%,-4%,i,6.3,0.6%,-3%
CCOc1ccc(NC(=S)/C(=C(\[O-])c2ccc(C)c([N+](=O)[O-])c2)[n+]2ccccc2)cc1,8%,13%,1,23%,-8.7%,11%,i,0.7,-0.4%,-2%
Cc1nc2ccccc2n1CC(=O)NCCN1CCOCC1,10%,1%,1.1,3%,-17%,-5%,i,1.2,-1.5%,-5%
CCOC(=O)c1sc(N)c(C#N)c1CSc1nnc(C2CCCCC2)n1N,16%,7%,1,1%,-5.1%,14%,i,0.7,-1.6%,2%
COc1cc(OC)cc(C(=O)NNC(=O)c2ccccc2Br)c1,6%,-4%,1.2,13%,-5.5%,6%,i,0.4,1.2%,-2%
O=C(C(Sc1ccccc1)c1ccccc1)N1CCN(c2ccccc2F)CC1 (stereo not drawn),15%,0%,1.1,16%,0.7%,4%,i,1.0,-0.5%,-1%
O=C(/C=C/c1ccc(Cl)cc1Cl)Nc1ccncc1,7%,15%,1.1,17%,-2.2%,12%,i,2.1,-1.3%,2%
O=C(NCCc1csc(-c2cccnc2)n1)c1cccc2ccccc12,5%,9%,1,1%,-5.8%,-1%,i,1.6,0.4%,-1%
CCn1c(O)c(/C=N/N=C/c2ccc(OC)cc2)c2cc(C3=NNC(=O)CC3)ccc21,.,0%,.,.,.,-8%,i,0.8,.,0%
Cc1cccc2cc(C#N)c(SCc3nnc(-c4ccccc4[N+](=O)[O-])o3)nc12,10%,-4%,1,11%,-0.3%,-17%,i,1.0,0.7%,1%
COC(=O)c1c(NC(=S)Nc2ccc(C(=O)N3CCOCC3)cc2)sc2c1CCC2,27%,7%,1.1,30%,-16%,10%,i,0.6,-0.4%,2%
O=c1nc(/C=C/c2ccc(O)c(O)c2)oc2ccccc12,.,16%,.,.,.,14%,i,0.2,.,-1%
Cc1c(Nc2scc(-c3ccccc3)[n+]2-c2ccccc2)c(=O)n(-c2ccccc2)n1C,-10%,1%,1,-12%,-7.9%,19%,?,.,-1.5%,0%
O=C(O)c1cc2nc3c(c(C(F)(F)F)n2n1)CCCC3,-1%,11%,1.1,-7%,2.5%,14%,i,0.9,0.0%,-7%
COc1ccc(C(=O)/C=C/C(=O)N(CC(=O)NC2CCCCC2)Cc2ccc(F)cc2)c(O)c1,-5%,7%,1,-3%,-9.4%,-11%,i,0.5,-3.5%,9%
CCOC(=O)c1oc2ccccc2c1NC(=O)c1cccs1,7%,1%,1.1,9%,-6.8%,10%,i,6.7,0.0%,-8%
CCc1ccc(S(=O)(=O)NCCc2cn3ccsc3n2)s1,0%,5%,0.7,-4%,-5.3%,-7%,i,1.3,0.5%,0%
Cc1cc(C)c2sc(N(CCCN(C)C)C(=O)COc3ccc(Cl)cc3)nc2c1,10%,0%,1.1,50%*,-2.5%,-3%,i,0.1,.,-5%
COc1ccc(C2=CC(c3ccc(OC)c(OC)c3)NC(=S)N2)cc1 (stereo not drawn),6%,9%,1,3%,-12%,9%,i,1.0,-1.9%,-5%
CN(C(=O)CC1C(=O)NCCN1C/C=C/c1ccccc1)C1CCOCC1 (stereo not drawn),14%,.,1.1,9%,1.3%,.,.,.,-1.1%,-9%
Cc1cc(NS(=O)(=O)c2ccc(Cl)cc2)nn1CC(=O)NCc1ccco1,1%,3%,1.1,3%,-8.5%,16%,i,0.7,-3.1%,-9%
Cc1c(Cc2ccccc2)c(=O)oc2c(C)c(OCc3nn[nH]n3)ccc12,7%,?,1.1,2%,0.2%,47%,i,1.2,-1.3%,1%
Cc1cc2c(ccc3c2no[n+]3[O-])nn1,15%,-6%,1.1,13%,-0.6%,13%,i,2.0,-1.4%,-9%
Cn1nc(C(F)(F)F)c(C(=O)Nc2ccc(F)cc2F)c1Oc1cccc(Cl)c1,11%,6%,1.1,11%,-5.6%,-4%,i,4.6,-1.8%,-4%
O=C(Nc1ccc(Cl)c(Cl)c1)N1CCSC1c1ccco1 (stereo not drawn),19%,7%,1.1,17%,-4.8%,3%,i,0.6,-0.4%,-6%
Cc1ccc2cc(C#N)c(N3CCCN(S(=O)(=O)c4ccccc4)CC3)nc2c1,-42%,13%,1.2,-36%,1.5%,-7%,i,0.9,-0.9%,-5%
O=C(O)C1CCCN1S(=O)(=O)c1cccc2nsnc12 (stereo not drawn),2%,7%,1.1,4%,-4.0%,10%,i,0.5,-1.9%,-8%
Cc1cccc(Cl)c1NC(=S)NN,.,2%,.,.,.,-4%,i,0.3,.,-5%
CC1CCCC(C)N1C(=O)CSc1nnnn1-c1cccc2c1CCCC2 (stereo not drawn),6%,-1%,1.2,12%,-2.7%,24%,i,0.7,-0.2%,0%
CC(=O)NCCc1ccc(S(=O)(=O)N2CCCC2)cc1,2%,11%,1.1,4%,-8.5%,5%,i,0.8,1.8%,-11%
COc1ccc(Nc2oc(-c3ccc(OC)cc3)nc2C#N)cc1,.,6%,.,.,.,-11%,i,0.1,.,-7%
COc1cccc(Cl)c1NC(=O)N1CCc2c([nH]c3ccccc23)C1C(F)(F)F (stereo not drawn),.,-1%,.,.,.,7%,i,0.8,.,-5%

# Another view of some results above:
# Value order – human PMI inhibitors	P. falciparum M1AAP	TNAP activation fold	human PMI inhibition	XIAP antagonists	M17LAP inhibition	Myeloid diff 2	Myeloid diff 2 GFP+ MAC1+ %	ER stress rescue	LYP phosphatase
- O=C(Nc1ccc(Cl)c(Cl)c1)N1CCSC1c1ccco1 (stereo not drawn)
→ 19%	7%	1.1	17%	-4.8%	3%	i	0.6	-0.4%	-6%
- Cc1cccc(Cl)c1NC(=S)NN
→ .	2%	.	.	.	-4%	i	0.3	.	-5%

# (cont.)
SMILES,human PMI inhibitors,P. falciparum M1AAP,TNAP activation fold,human PMI inhibition,XIAP antagonists,M17LAP inhibition,Myeloid diff 2,Myeloid diff 2 GFP+ MAC1+ %,ER stress rescue,LYP phosphatase
CCNC(=O)Nn1c(C)nnc1C,-2%,0%,1.1,8%,-3.1%,1%,i,0.6,-3.0%,-7%
CC(=O)Nc1c(C)cc(OCC(=O)O)cc1C,.,2%,.,.,.,-1%,i,0.5,.,-3%
COc1cc(C)c(Cl)cc1S(=O)(=O)n1ccnc1,-3%,2%,1.1,-17%,-0.8%,-2%,i,0.1,-1.7%,4%
COc1ccc(C)cc1-n1nnnc1SCC(=O)NNC(=O)c1ccc([N+](=O)[O-])cc1,-1%,-6%,1.7,2%,-3.4%,7%,i,0.1,-0.2%,6%
CCOC(=O)c1c(C)c(C(=O)NCC2CCCO2)c(C)n1C (stereo not drawn),5%,1%,1.1,8%,-3.3%,8%,i,8.9,.,-1%
CC(C)c1nnc(SCC(=O)NCc2ccco2)n1C,3%,5%,1.1,7%,-1.7%,-2%,i,0.9,-0.7%,-5%
Cc1ccc(/C=N\NC(=O)C2CC(=O)N(c3ccccc3)C2)o1 (stereo not drawn),.,4%,.,.,.,7%,i,0.0,.,-3%
COC(=O)C1=C(N)Oc2cc(C)n(C)c(=O)c2C1c1ccc(Cl)c(Cl)c1 (stereo not drawn),0%,7%,1.1,-4%,-4.8%,-10%,i,0.2,-1.6%,3%
CC(=O)c1ccc(-c2cccs2)s1,0%,40µM*,1.1,-2%,-2.2%,1%,i,0.6,.,-73%
CN(C)S(=O)(=O)Oc1cccc(C(=O)Nc2ccccc2Cl)c1,12%,3%,1.1,16%,-8.5%,-2%,i,0.4,-0.8%,-8%

# Screening results as filed in PubChem BioAssay.
